Bioassay records: PubChem, several laboratories
IDE cell activ – IDE (human) activation, cell-based. P14735. HEK cells, FAbeta-B cleavage, fluorescence polarization; 0% vehicle, 100% cell-free pure enzyme wells. activation, % at 5.96 µM. 340,000 compounds, 0.073% hits. AID 493087;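 active means activation above the mean of all tested compounds plus 3 SD, set per screening campaign, cut at about 17% in these data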
Target sequence (P14735 whole entry, looked up): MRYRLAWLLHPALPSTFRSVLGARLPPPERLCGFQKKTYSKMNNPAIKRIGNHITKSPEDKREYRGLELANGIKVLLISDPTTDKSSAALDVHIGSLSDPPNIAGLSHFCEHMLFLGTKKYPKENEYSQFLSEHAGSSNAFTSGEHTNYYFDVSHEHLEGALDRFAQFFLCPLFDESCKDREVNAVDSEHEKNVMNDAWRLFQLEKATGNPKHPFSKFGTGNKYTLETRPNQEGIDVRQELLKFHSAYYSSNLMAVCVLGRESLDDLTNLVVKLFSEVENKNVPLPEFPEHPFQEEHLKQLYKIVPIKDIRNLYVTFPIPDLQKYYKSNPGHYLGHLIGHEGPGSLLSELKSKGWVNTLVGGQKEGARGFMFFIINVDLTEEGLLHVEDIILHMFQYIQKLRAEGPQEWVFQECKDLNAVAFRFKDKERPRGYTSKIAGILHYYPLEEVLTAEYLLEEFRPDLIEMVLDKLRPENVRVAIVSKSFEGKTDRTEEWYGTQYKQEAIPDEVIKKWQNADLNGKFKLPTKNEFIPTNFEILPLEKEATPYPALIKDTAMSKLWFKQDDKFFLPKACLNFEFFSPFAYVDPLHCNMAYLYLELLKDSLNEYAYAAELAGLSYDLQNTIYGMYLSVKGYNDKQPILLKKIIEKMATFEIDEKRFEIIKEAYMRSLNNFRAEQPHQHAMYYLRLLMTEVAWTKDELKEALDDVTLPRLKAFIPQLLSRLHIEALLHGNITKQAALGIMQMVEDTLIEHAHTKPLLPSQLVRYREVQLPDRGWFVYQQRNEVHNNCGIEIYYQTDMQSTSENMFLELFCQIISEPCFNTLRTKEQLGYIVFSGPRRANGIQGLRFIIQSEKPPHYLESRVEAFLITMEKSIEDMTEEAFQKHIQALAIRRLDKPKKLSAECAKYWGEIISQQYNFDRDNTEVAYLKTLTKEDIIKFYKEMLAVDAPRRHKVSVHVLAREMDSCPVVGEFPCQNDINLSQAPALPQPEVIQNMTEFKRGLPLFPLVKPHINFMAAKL
NS3 helicase inh – inhibitors of Hepatitis C virus NS3 helicase; NS3 helicase DNA unwinding, Cy5 molecular beacon fluorescence; inhibition, % at 10.9 µM; 290,000 compounds, 0.56% hits; AID 1800;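 active means inhibition above the mean of all tested compounds plus 3 SD, set per campaign, cut at about 35% in these data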;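 further: 0% = DMSO wells and 100% = thioflavine S control wells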
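Assay system – hepatitis C virus NS3 helicase domain fragment enzyme · Buffer or medium – MOPS pH 6.5, MgCl2, DTT, Tween20, BSA · Reagent – Cy5/quencher beacon DNA duplex and ATP to start · Compound – single 10.9 µM dose · Timing – 1 h at 25 °C · Technique – Cy5 beacon fluorescence read at start and 1 h · Measure – % inhibition of unwinding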
IMP-1 inh – inhibitors of Pseudomonas aeruginosa IMP-1 metallo-beta-lactamase | purified IMP-1, nitrocefin hydrolysis, epi-absorbance fluorescence | inhibition, % at 5.6 µM | 290,000 compounds, 0.45% hits | AID 1556;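 active means inhibition above the mean plus 3 SD of all compounds in the same screening run, cut at about 4.5% in these data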;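 further: 0% = IMP-1 with DMSO and 100% = DMSO wells lacking enzyme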
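System: purified recombinant IMP-1 beta-lactamase. Medium: Zinc- and detergent-supplemented HEPES buffer, pH 7.1. Compound: one 5.6 µM dose […]. Schedule: 15 min preincubation plus 25 min reaction at 25 °C. Technique: Epi-absorbance fluorescence, 480 nm excitation, 530 nm emission.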
UBC9 SUMO inh – blocks human SUMOylation mediated by UBC9; HTRF SUMOylation assay, SAE1/SAE2 + UBC9, in vitro; inhibition, % at 35 µM; 290,000 compounds, 0.36% hits; AID 2006; in the data active means inhibition above about 50%, passing the limit was not always enough; further: strong numbers were not always called active
pCIP destab – p/CIP protein destabilization; F442A p/CIP-EGFP cells, EGFP fluorescence, 16 h; 290,000 compounds, 0.01% hits; Q05BA5; decrease of EGFP signal, % at 10 µM;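 active means EGFP signal decrease of at least 30% at 10 µM or well 3 SD below plate mean, unless failing retest; inactive means the rest, including hits failing retest or dose response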; further: some compounds called inactive have numbers as strong as hits; many of its hits are not listed in these tables
GalR3 antag – antagonists of human GalR3; O60755; HEK293 GalR3-CNG cAMP membrane potential fluorescence; galR3 body fused to GalR1 C-terminus; inhibition, % at 3 µM; 360,000 compounds, 0.44% hits; AID 651719;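 active means inhibition above the screen-wide average plus 3 SD, cut at about 13% in these data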;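 further: forskolin and galanin both at EC90 stimulate the cells; cAMP rise reported by CNG channel membrane potential dye signal; 0% = forskolin plus galanin with DMSO and 100% = forskolin alone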
VIM-2 inh – blocks Pseudomonas aeruginosa VIM-2 metallo-beta-lactamase; purified VIM-2, nitrocefin hydrolysis, epi-absorbance fluorescence; inhibition, % at 5.6 µM; 290,000 compounds, 0.89% hits; AID 1527;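 active means inhibition above the mean of all tested compounds plus 3 SD, cutoff set per screening run, cut at about 7.5% in these data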;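 further: red hydrolysis product quenches plate fluorescence so inhibitors raise well fluorescence; 0% = enzyme with DMSO and 100% = DMSO without enzyme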
CRFBP-R2 block – blocks CRF-induced signaling of the CRF-BP/CRF-R2 complex | inhibition, % at 11.8 µM | HEK293 CRF-R2/CRF-BP, CRF-induced calcium fluorescence | 350,000 compounds, 0.59% hits | AID 588475;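 active means inhibition of the ligand-induced calcium signal above about 50% at the single tested concentration, limit read from the data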
IDE inh – cellular human IDE inhibition | AID 434962 | 320,000 compounds, 0.41% hits | HEK cells, FAbetaB cleavage, fluorescence polarization | inhibition, % at 5.59 µM | P14735;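 active means percent inhibition above the average of all tested compounds plus 3 SD, set per screening campaign, cut at about 16% in these data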;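 further: IDE supplied by intact live HEK cells; FP after avidin binding of uncleaved biotin substrate so inhibition keeps polarization high; 0% = DMSO wells and 100% = 60 µM reference IDE inhibitor Ii1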
Active calls of the source: *; . = no result given.

SMILES	IDE cell activ	NS3 helicase inh	IMP-1 inh	UBC9 SUMO inh	pCIP destab	GalR3 antag	VIM-2 inh	CRFBP-R2 block	IDE inh
COc1cccc2cc(C(=O)N3CCN(c4ccccn4)CC3)c(=O)oc12	3	-3	-3.0	30	-32	-4	-3.2	-12	0
Cc1nn2c(N3CCN(C(=O)c4ccco4)CC3)cc(C(C)(C)C)nc2c1-c1ccc(Cl)cc1	.	-1	-1.6	-1	-19	.	-3.1	.	.
COc1ccc(N2CCN(S(=O)(=O)c3ccc(OC)c(C(=O)N4CCOCC4)c3)CC2)cc1	-3	6	-4.5	3	-22	-9	0.1	-6	2
Nc1nonc1C(=O)N/N=C/c1ccc(-c2cccc(C(=O)O)c2)o1	.	0	-1.2	9	-8	.	-0.7	.	1
COc1ccc2nc(NC(=O)/C=C/c3ccc4c(c3)OCO4)sc2c1	.	3	-3.7	25	-5	-2	-0.5	.	0
Cc1ccc(C)c(S(=O)(=O)NCCOc2nc(NC(C)C)nc(NC(C)C)n2)c1	-2	0	-5.7	-20	-4	-3	-2.5	-8	-1
O=c1[nH]oc2cc(Cl)ccc12	4	-3	-0.7	22	3	-2	-1.5	-18	17*
COc1cccc(-c2csc(NC(=O)Nc3ccccc3)n2)c1	-4	7	-3.8	7	-9	-3	-2.7	-30	1
Cc1ccc(C(=O)OCC(=O)Nc2cccc(S(=O)(=O)N3CCOCC3)c2)o1	1	.	.	.	.	-3	.	11	2
O=C(NC1CCCCC1)N1CCN(C(c2ccccc2)c2ccccc2)CC1	6	-11	-1.8	-18	9	-1	-2.9	0	2
O=C(COc1ccccc1)NCC(=O)Nc1ccncc1	2	.	.	.	.	2	.	8	0
Cc1ccc(C(=O)NCC(=O)N(C)CC(=O)Nc2c(Cl)cccc2Cl)s1	1	.	.	.	.	-3	.	7	-5
COc1ccc(S(=O)(=O)N2CCN(CC(=O)NCC3(N4CCOCC4)CCCCC3)CC2)cc1	-7	.	.	.	.	-6	.	6	-2
CCn1c(SCC(=O)NNC(=O)c2ccc(C)cc2)nnc1C1CC1	-3	-4	-1.9	-7	-2	-9	-2.8	-2	4
COc1ccccc1-c1cc(C(=O)N/N=C/c2ccoc2)c2ccccc2n1	-3	6	-2.8	19	0	0	-4.1	-13	5
Cc1ccccc1OCC(O)CN1CCCCC1 (stereo unspecified)	-1	-1	-1.5	16	-10	-7	-0.6	7	-5
CCN(CC)CC(O)c1cccn1-c1ccc(CNC(=O)NC(C)C)cc1 (stereo unspecified)	-2	39*	-2.4	16	-11	-1	-1.1	27	8
Cc1ccc(CNC(=O)c2ccc(N3CCC4(CC3)CC(c3cccc(Br)c3)=NO4)c(N)c2)cc1	2	.	.	.	.	-10	.	7	3
CC(=O)c1cnc(Nc2nc(C)c3cc(C)c(C)cc3n2)nc1C	2	3	-5.7	3	-1	-4	-2.0	13	-1
COc1ccc(CCNC(=O)C(C)Sc2ccccc2)cc1OC (stereo unspecified)	9	-1	-1.9	22	-11	1	-2.0	29	2
O=C(NCc1cc(F)cc(C(F)(F)F)c1)C1CCC(=O)N(C2CCCC2)C1 (stereo unspecified)	4	8	-2.1	.	-10	1	-0.9	-2	-2
CCOC(=O)c1cc(C)n(CCc2ccccc2)c1C	4	2	-1.7	-6	-15	-5	-2.0	-7	5
CCCN1CCN(CCCNC(=S)Nc2ccc(F)cc2)CC1	1	1	-2.1	6	7	-8	-3.7	8	-1
Cc1cc(C)cc(NC(=S)N(Cc2ccc(Br)cc2)Cc2ccc(C(=O)O)cc2)c1	4	-8	-1.7	10	-9	-1	-3.0	13	7
COc1ccc(Nc2nc(Cl)nc(NCc3ccco3)n2)c(OC)c1	-3	-2	-1.6	22	1	-6	-0.2	56*	4
SMILES	IDE cell activ	NS3 helicase inh	IMP-1 inh	UBC9 SUMO inh	pCIP destab	GalR3 antag	VIM-2 inh	CRFBP-R2 block	IDE inh
CC(C)CC(=O)C1=C(O)C(=O)N(Cc2ccccc2)C1c1ccccc1 (stereo unspecified)	5	36*	0.9	3	4	5	0.0	1	-4
Cc1cc2oc(C(=O)NCc3ccc4c(c3)OCO4)c(C)c2cc1C	1	-7	-2.4	0	-16	-6	-1.7	14	4
COc1ccc(C)cc1NC(=O)C(=O)NCc1ccncc1	1	5	-1.3	18	-2	-5	-1.3	-8	1
CC1(C)C(=O)Nc2ccccc2N1C(=O)COc1ccccc1C#N	3	.	.	.	.	-5	.	-4	10
CC(=O)Nc1ccc(C(=O)NNC(=O)c2ccc(Cl)cc2)cc1	7	12	-0.2	-4	3	-9	-0.7	12	8
Cc1ccccc1CC1S/C(=N/N=C/c2ccco2)NC1=O (stereo unspecified)	.	20	-0.2	23	0	-2	-1.1	.	-8
CS(=O)(=O)N1CCN(C(=O)CCC2CCCC2)CC1	2	-4	-1.7	-23	-14	-1	-2.3	9	8
COc1ccc(-c2c(NC(=O)c3ccco3)oc3ccc(Cl)cc3c2=O)cc1	-5	4	-2.8	9	-9	3	-2.0	4	-1
Fc1ccc(Cn2cc(C(=S)N3CCOCC3)c3ccccc32)cc1	2	-1	-1.6	4	-7	-4	1.5	22	0
CCOC(=O)[C@H]1[C@H]2COc3ccc(C)cc3[C@@H]2N2C(=O)c3cc(OC)c(OC)cc3NC(=O)[C@@]12C	0	.	.	.	.	-3	.	-7	-3
COCC(=O)N1CCC(Oc2ccc(C(=O)NCCc3ncccc3C)cc2)CC1	-1	1	-1.9	2	-5	-6	-1.2	-12	9
Cc1ccc(NC(=O)N(CCC#N)Cc2ccccc2)cc1	5	-2	-0.9	22	1	1	0.6	4	2
Cc1c(Cl)cccc1NC(=O)CNC(=O)c1ccco1	-2	7	-2.7	14	-13	-10	-1.7	4	-2
Cc1[nH]c2ccccc2c1C(=O)CSc1nccc(=O)[nH]1	4	-3	-2.3	11	-5	-5	-2.0	4	-1
COc1ccc(C(=O)Oc2cc3c4c(c2)C(C)=CC(C)(C)N4C(=O)C3=O)cc1OC	4	8	-3.1	-9	0	2	-1.6	-14	1
C/C(CC(=O)Nc1ccc2c(c1)OCCO2)=N\NC(=O)c1ccccc1F	4	10	-1.5	5	-5	-9	-1.3	-1	10
Cc1ccc(-c2csc(N(CCO)CCCn3c(C(F)(F)F)nc4cc(C(F)(F)F)ccc43)n2)cc1	5	-3	0.7	-14	5	-2	-0.3	-10	-5
Cc1sc2ncnc(OCC(=O)NC(C)C)c2c1C	-6	-3	-0.6	24	2	-6	-0.5	90*	2
COc1ccc(CC(=O)N/N=C(\C)CC(=O)Nc2cccc(F)c2)cc1	5	-1	-3.1	-6	11	-10	-4.6	2	3
CCCCCN(C(=O)CCC(=O)OCc1ccc(C(C)C)cc1)c1c(N)n(CCCC)c(=O)[nH]c1=O	1	.	.	.	.	-2	.	2	7
O=C(NCC1CCCN(C(=O)NCc2ccccc2)C1)c1ccc2c(c1)OCO2 (stereo unspecified)	4	2	-3.6	2	-9	-5	-4.9	-21	-5
O=C(NCCc1ccccc1Cl)C1CCC(=O)N(CCCc2ccccc2)C1 (stereo unspecified)	4	-5	-0.4	12	4	-6	0.3	12	-9
Cc1nn(C)cc1CNC(=O)C1CCC(=O)N(CC2CCCCC2)C1 (stereo unspecified)	2	4	-3.1	-2	-5	-2	-1.9	-5	6
O=C(C1CCCCC1)N1CCN(S(=O)(=O)c2ccc(Cl)cc2)CC1	-3	6	-4.0	9	-10	2	-3.1	-7	4
O=C(NC1CCCC1)C(c1ccncc1)N(C(=O)c1csnn1)c1ccccc1F (stereo unspecified)	3	16	-2.8	0	13	-8	-4.0	13	4

Only CRFBP-R2 block and VIM-2 inh, for 2 of the compounds above:
Structure | CRFBP-R2 block | VIM-2 inh
Cc1nn2c(N3CCN(C(=O)c4ccco4)CC3)cc(C(C)(C)C)nc2c1-c1ccc(Cl)cc1 | . | -3.1
Fc1ccc(Cn2cc(C(=S)N3CCOCC3)c3ccccc32)cc1 | 22 | 1.5

Next part.
SMILES	IDE cell activ	NS3 helicase inh	IMP-1 inh	UBC9 SUMO inh	pCIP destab	GalR3 antag	VIM-2 inh	CRFBP-R2 block	IDE inh
O=C(O)c1ccccc1NC(=O)c1cc(-c2ccccc2)nc2ccccc12	5	-16	-2.3	14	0	-9	-0.3	-7	0
Fc1ccc(NC(=S)NCCc2ccccn2)cc1	-2	2	-3.1	6	-2	-3	0.1	8	-2
Cc1cccc(N2C(=O)N3[C@H](c4ccc(F)cc4)[C@@H]4C(=O)N(C5CCCCC5)C(=O)[C@@H]4[C@]3(Cc3ccc(Cl)cc3)C2=O)c1	0	-15	-4.2	2	-5	-9	-2.6	-1	3
O=c1[nH]c(NCCCO)nc2c1C1(CCCC1)Cc1ccccc1-2	5	-7	-3.2	18	4	-5	-1.9	-27	-6
COc1ccc(CCC2(C)NC(=O)N(C(C)C(=O)Nc3ccccc3F)C2=O)cc1 (stereo unspecified)	4	.	.	.	.	-6	.	5	-1
CN(C)C(=O)COC(=O)c1cccc(S(=O)(=O)Nc2ccc(OCc3ccccc3)cc2)c1	-2	-28	-2.1	1	8	-1	1.9	1	1
Cc1nn(C(C)C(=O)NCCCN2CCCCCC2)c(=O)c2cc3sccc3n12 (stereo unspecified)	4	-33	3.2	1	3	4	0.7	5	-7
Cc1cc(C)nc(SCCn2c(N(C)Cc3ccccc3)nc3c2c(=O)n(C)c(=O)n3C)n1	-3	7	-3.1	3	-22	.	-0.4	-13	3
CC1(C)Cc2c(c(N3CCOCC3)nc3snc(N)c23)CO1	3	-3	-2.1	-17	-9	-4	-4.1	8	2
Cc1cc(=O)[nH]c(N/N=C/c2ccco2)n1	-2	-2	-4.8	13	-23	-7	-4.6	4	4
Cc1ccc(CCC(=O)Nc2cc(Cl)ccc2Cl)o1	-7	4	-1.5	-4	-2	-10	-0.3	5	-2
O=C(N/N=C/c1ccccc1Cl)c1ccncc1	3	1	-0.7	0	7	-4	0.5	10	1
O=C(Nc1cccnc1)c1ccc(Cl)c(S(=O)(=O)N2CCCCCC2)c1	-2	-8	1.4	-11	22	-3	-1.0	-28	-15
Cn1c(=O)c([N+](=O)[O-])c(-n2cnc3ccccc32)c2ccccc21	.	9	-1.0	17	-6	1	0.5	0	-1
COc1ccc(CCn2c(=N)c(C(=O)NCCN3CCOCC3)cc3c(=O)n4ccccc4nc32)cc1OC	4	6	0.7	16	-1	3	8.2*	8	-4
O=C(CCOc1ccccc1F)N1CCN(c2ccccc2O)CC1	4	-1	-1.3	3	0	-3	1.3	-25	2
O=C(CNC(=O)N1CC(=O)Nc2ccccc21)Nc1ccccc1F	-4	2	-3.2	0	-10	-9	-2.0	-1	2
Brc1ccc(COn2ccnc2)cc1	4	-4	-4.9	-2	1	-2	-2.3	11	.
C/C(=N\OC(=O)C1CC1)C1CC1c1ccc(F)cc1 (stereo unspecified)	5	-2	-1.1	13	0	-4	-1.9	-17	0
CC(C)(C)c1csc(NC(=O)c2ccncc2)n1	3	8	-1.3	4	-9	-8	-0.6	15	-2
Cc1ccc(Cn2c(CCNc3nc(-c4ccc(Cl)c([N+](=O)[O-])c4)cs3)nc3cc(Cl)c(Cl)cc32)cc1	3	.	.	.	.	-3	.	2	6
